From PubChem
USP1 inh = blocks the human USP1/UAF1 deubiquitinase complex; O94782; recombinant USP1/UAF1, Ub-Rhodamine cleavage fluorescence; Potency, µM (top dose mostly 57.1 µM), for inactives: at the top dose activity change, negative = inhibition, most hits filed as inhibitors; hit rate 0.23% among 390,000; AID 743255; note: potency is the fitted concentration of half-maximal effect; % is set by controls: 0 for no effect and ±100 for the full control effect; nearly all actives have a fitted effect of over 60% in size; inactives centre near -12
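1 nM enzyme complex + cpd, 15 min RT; start with Ub-Rho 150nM final; kinetic fluorescence ex 480/em 540, 6 reads q60 s. Buffer 50mM HEPES pH 7.8, 0.5mM EDTA, 0.1 mg/ml BSA, 1mM TCEP, 0.01% Tween-20.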
PI4K2A inh = inhibitors of human PI4K2A | Q9BTU6 | purified PI4K2A, ADP-Glo luminescence, 1 h; hits give low values | activity change, negative = inhibition, % at 76.9 µM | hit rate 0.13% among 420,000 | AID 1346378; in the data active = activity change below about -50%; inconclusive = mostly about -30% to -49%;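 note: -100% = wells without enzyme as full effect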
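PI4K2A activity was measured by ADP-Glo luminescence: enzyme (4 ug/mL stock) and phosphatidylinositol (1.2 mM stock) in Tris pH 7.5/MgCl2/EGTA/Triton X-100 buffer were reacted with ATP (300 microM stock) for one hour at ambient temperature.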
D2 agonist = D2 dopamine receptor (human) agonism. HEK293 T-REx D2 cells, calcium flux agonist mode. activation, % at 2 µM. hit rate 0.53% among 340,000. AID 485358;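 active = activation over 3 SD above normal in the single-dose calcium agonist read, cut at about 30% in these data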; note: 0% is about no effect
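Tetracycline-induced HEK293 T-REx cells with force-coupled D2 receptor, plated overnight at 30 C, loaded with no-wash calcium dye. After a 10 s baseline, compound was pin-added and calcium flux read kinetically for 180 s; calcium rises flagged agonists.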
rTrxR1 inhibitor = inhibitors of rat thioredoxin reductase 1; Potency, µM (highest dose often 114 µM), for the others: at the highest dose activity change, negative = inhibition, actives largely listed as inhibitors; O89049; recombinant rTrxR1, NADPH fluorescence consumption, selenite substrate; hit rate 1% among 390,000; AID 588453; note: potency is the fitted concentration of half-maximal effect; % is set by controls: 0 for no effect and ±100 for the full control effect; nearly all actives have a fitted effect of over 65% in size
Target sequence (O89049 whole entry, looked up): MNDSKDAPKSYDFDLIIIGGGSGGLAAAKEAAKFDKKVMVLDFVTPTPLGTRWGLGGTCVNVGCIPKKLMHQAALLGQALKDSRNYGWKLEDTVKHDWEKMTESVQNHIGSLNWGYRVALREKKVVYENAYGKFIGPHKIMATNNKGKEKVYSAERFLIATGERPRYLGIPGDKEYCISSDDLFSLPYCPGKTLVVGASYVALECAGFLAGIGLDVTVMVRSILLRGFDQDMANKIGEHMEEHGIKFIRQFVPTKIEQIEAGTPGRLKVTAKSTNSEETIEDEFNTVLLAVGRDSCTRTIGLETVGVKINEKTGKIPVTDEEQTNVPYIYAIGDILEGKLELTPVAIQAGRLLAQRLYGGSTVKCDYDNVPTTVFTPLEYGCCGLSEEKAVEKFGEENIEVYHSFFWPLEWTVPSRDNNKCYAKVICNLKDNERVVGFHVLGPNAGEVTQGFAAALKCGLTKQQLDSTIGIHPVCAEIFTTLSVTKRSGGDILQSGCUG
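Rat TrxR1 (90 nM in the dispensed reagent) was pre-reduced with 400 uM NADPH for 5 min at room temperature, then incubated with compound for 15 min. After 400 uM selenite was added, NADPH fluorescence (Ex 340/Em 450 nm) was followed for 8 min.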
TRHR enhancer = allosterically enhances the human TRH receptor. TRHR cells, fluo-8 calcium fluorescence, EC20 TRH enhancement. enhancement, % at 2 µM. hit rate 0.66% among 360,000; in the data active = enhancement above about 30%; note: 0% is about no effect
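Enhancer read-out: after compound pinning and an initial kinetic agonist-mode read, an EC20 of TRH (10 nM final) was injected and fluo-8 calcium signal (Ex 480/Em 530) followed at 1 s/cycle for 100 cycles in TRHR-expressing cells.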
D2 antagonist = antagonists of human D2 dopamine receptor; P14416; HEK293 TREx D2 cells, calcium flux, dopamine EC80; inhibition, % at 10 µM; hit rate 2% among 340,000; AID 485344; in the data active = inhibition above about 30%; note: 0% is about no effect
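Antagonism is scored as inhibition of an EC80 dopamine-evoked calcium signal in a force-coupled, tetracycline-inducible HEK293 T-REx D2 line, with compound present 180 s before agonist.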
TRHR ag = agonists of human TRH receptor; hit rate 0.18% among 360,000; P34981; activation, % at 2 µM; TRHR cells, calcium flux fluo-8, FDSS agonist mode; in the data active = activation above about 30%; note: 0% is about no effect
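In this calcium-flux screen, cells bearing human TRHR are dye-loaded with fluo-8, baselined for 10 cycles, then exposed to library compounds; positive kinetic calcium responses during the agonist phase mark hits, with TRH as control.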
TrxR1 substrate = substrates of rat thioredoxin reductase 1; O89049; purified TrxR1 substrate turnover, NADPH consumption readout; Potency, µM (titrated, usually from 114 µM), for the others: at the highest dose activity change, negative = substrate turnover; hit rate 0.01% among 390,000; AID 588456; note: potency is the fitted concentration of half-maximal effect; % is set by controls: 0 for no effect and ±100 for the full control effect; nearly all actives have a fitted effect of over 50% in size
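Rat TrxR1, dispensed at 90 nM, was prereduced with 400 uM NADPH (final) for 5 min at ~22 deg C, then incubated with compound 15 min before 400 uM selenite. A first-read NADPH fluorescence drop versus no-compound background flagged substrates.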
IDH1 R132H inh = inhibitors of human mutant IDH1 R132H; O75874; IDH1-R132H enzyme, NADPH consumption, diaphorase/resazurin fluorescence; Potency, µM (top dose mostly 76.6 µM), inactives show at the highest dose activity change, negative = inhibition, hits mostly inhibitors; hit rate 0.093% among 390,000; AID 602179; note: potency is the fitted concentration of half-maximal effect; % is set by controls: 0 for no effect and ±100 for the full control effect; nearly all actives have a fitted effect of over 65% in size
Target sequence (O75874 whole entry R132H, stated change not applied): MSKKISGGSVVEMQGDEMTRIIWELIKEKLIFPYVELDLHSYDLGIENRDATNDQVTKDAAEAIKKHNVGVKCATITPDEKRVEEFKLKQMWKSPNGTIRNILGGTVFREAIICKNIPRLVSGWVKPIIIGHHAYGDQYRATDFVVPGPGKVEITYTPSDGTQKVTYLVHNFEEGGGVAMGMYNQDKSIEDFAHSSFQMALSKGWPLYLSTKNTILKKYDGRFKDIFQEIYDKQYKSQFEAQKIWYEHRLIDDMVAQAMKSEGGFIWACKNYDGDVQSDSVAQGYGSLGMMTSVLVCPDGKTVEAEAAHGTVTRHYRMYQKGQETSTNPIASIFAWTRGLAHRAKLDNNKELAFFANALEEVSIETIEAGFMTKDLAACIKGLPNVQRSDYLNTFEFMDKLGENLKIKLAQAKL
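IDH1-R132H (0.5 ug/mL) preincubated 30 min with compound, then NADPH (0.016 mM) and alpha-KG (2 mM) added; 80 min at RT, pH 7.5. Remaining NADPH coupled via diaphorase/resazurin to fluorescence (540/590 nm); concentration-response curves normalized to no-enzyme control.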
An asterisk follows results filed as active; u = inconclusive; x = no result given; [ ] = another dose, or the depositor's remark. Unless noted, calls come from the whole dose curve; as a rule, active = well fitted inhibition curve with a large enough effect; inconclusive = small, poorly fitted or top-dose-only effect; inactive = no such curve, though single readings can be large or run the other way.

no.	canonical_smiles	USP1 inh	PI4K2A inh	D2 agonist	rTrxR1 inhibitor	TRHR enhancer	D2 antagonist	TRHR ag	TrxR1 substrate	IDH1 R132H inh
1	CC(=O)C1=C(C)NC(C)=C(C(C)=O)C1c1ccc(-c2ccccc2Cl)o1	0%	-3	0.1	u	-1	1	-0.4	7%	-7%
2	CCOc1cc(NC(=S)NCc2ccco2)c(OCC)cc1NC(=O)CC	-18%	-2	0.0	5%	-7	3	1.4	6%	-1%
3	CCOc1ccc(N2C(=O)CC(/C=C3/N(C)c4ccccc4C3(C)C)C2=O)cc1 (configuration not stated)	-7%	3	-0.7	-10%[57.1 µM]	7	9	0.8	12%[57.1 µM]	-3%
4	CN(C)S(=O)(=O)c1cccc(COC(=O)c2cc([N+](=O)[O-])ccc2N2CCOCC2)c1	-24%	1	-0.3	-8%	-7	-9	0.0	-12%	7%
5	COc1ccc(F)cc1Cn1nc(C(=O)O)c2ccccc2c1=O	-2%	9	-1.9	28%	-10	-8	-1.2	6%	-2%
6	CCOC(=O)N1CCN(C(=O)c2cccn3c(=O)c4sccc4nc23)CC1	-13%	-4	0.3	12%[57.1 µM]	-3	2	0.8	109%[activator][57.1 µM]	4%
7	CCS(=O)(=O)c1nc(S(=O)(=O)c2ccc(Cl)cc2)c(NCCN2CCOCC2)s1	-26%	-1	0.2	1%	-3	2	0.0	-4%	9%
8	CC1(c2ccc(Cl)cc2)NC(=O)CS1 (configuration not stated)	-16%	-20	-0.2	0%[57.1 µM]	11	-5	-0.4	-8%[57.1 µM]	9%
9	CCc1ccccc1N(CC(=O)NC(C)C)C(=O)CCC(=O)Nc1nccs1	-15%	-4	0.0	7%	8	-3	-0.3	-3%	-2%
10	CC1CCN(S(=O)(=O)c2ccc(NC(=O)[C@@H]3CCCC[C@@H]3C(=O)O)cc2)CC1	-20%	-1	0.6	4%[57.1 µM]	-5	-8	0.5	2%[57.1 µM]	6%
11	Cc1ccc(CNC(=O)C(=O)NCC2OCCN2C(=O)c2ccc3c(c2)OCO3)cc1 (configuration not stated)	-14%	1	0.3	44%[activator]	-7	3	-1.7	7%	-15%
12	Cc1ccc(C)n1-c1ccc(C(=O)Nc2ccccc2F)cc1	-13%	-1	0.6	u	1	-10	0.2	7%	3%
13	COc1ccc(C2CC(=O)C(C=NCCN3CCN(C(=S)Nc4ccccc4)CC3)=C(O)C2)cc1OC (configuration not stated)	-26%	6	0.0	12%[57.1 µM]	-5	3	-0.4	5%[57.1 µM]	12%
14	CC(=O)Nc1ccc(NC(=O)C(C)OC(=O)CCc2nc3ccccc3s2)cc1 (configuration not stated)	-16%	-2	-1.0	26%[57.1 µM]	-4	-10	-0.8	12%[57.1 µM]	-3%
15	O=S(=O)(Nc1nc2ccccc2s1)c1ccc(Cl)nc1	-24%	5	-0.5	-5%	11	8	0.4	-7%	0%
16	Cc1ccc2c(c1)N(CC(=O)N1CCN(C3CCCCC3)CC1)C(=O)CO2	-6%	-3	2.0	-12%	1	-6	0.1	3%	-2%
17	COc1cccc(NC(=O)C(NCCC(C)C)c2ccccc2)c1 (configuration not stated)	-9%	-4	-0.4	-12%	0	-7	1.0	-10%	5%
18	COc1ccc(C(C)=O)cc1COC(=O)c1cc(=O)c2ccccc2o1	-20%	1	0.0	13µM*	1	21	-1.1	13%[0.0914 µM]	5%
19	CCOC(=O)N1CCN(c2c(NCCOC)c(=O)c2=O)CC1	u	-1	-0.1	9%	-7	11	-0.8	-8%	-6%
20	COc1cc(C(c2c(C)[nH][nH]c2=O)c2c(C)[nH][nH]c2=O)ccc1OCc1ccc([N+](=O)[O-])cc1	-23%	-6	-0.2	-10%	3	22	-0.1	-3%	-6%
21	COc1ccc(NC(=O)C23CCC(C)(C(=O)O2)C3(C)C)cc1 (configuration not stated)	-3%	-8	-1.5	19%	-5	-6	-0.1	7%	4%
22	O=C(COC(=O)c1ccccc1C(=O)c1ccc(Cl)cc1)NCCc1ccccc1	-4%	-5	1.4	4%	-7	-5	1.3	-2%	9%
23	O=C(Nc1ccc(S(=O)(=O)Nc2ccccc2)cc1)N1CCCC1	-10%	0	-1.0	14%[57.1 µM]	2	x	0.7	-5%[57.1 µM]	0%
24	O=C(c1ccco1)N1CCC(N2CCN(c3ccccc3)CC2)CC1	-8%	8	78*	-8%	3	61*	0.1	1%	2%
25	COc1cc(C(=O)Nc2nnc(CC(=O)NCc3ccccc3)s2)cc(OC)c1OC	-19%	1	-0.5	-11%	2	-5	0.1	-10%	-12%
26	CCOC(=O)c1sc(NC(=O)CCN2CCCCCC2)c(C(=O)OCC)c1C	-16%	19	1.5	-15%	-2	-4	-0.2	9%	-8%
27	COc1ccc(S(=O)(=O)N2Cc3ccccc3CC2C(=O)Nc2ccc(C)cc2)cc1OC (configuration not stated)	-1%	2	x	9%[57.1 µM]	-2	x	-0.4	-4%[57.1 µM]	-1%
28	O=C1c2cccc(OCC(=O)N3CCCc4ccccc43)c2CCN1Cc1ccccc1	-1%	-4	x	17%	4	x	-1.0	7%	-5%
29	CCN(CC)CCn1c(=N)n(CC(O)COc2ccccc2)c2ccccc21 (configuration not stated)	-19%	6	-0.1	12%	-1	-10	-1.3	1%	3%
30	CC(=O)c1ccc(NC(=O)C2C3C=CC(C3=C(c3ccccc3)c3ccccc3)C2C(=O)O)cc1 (configuration not stated)	-5%	-2	x	0%	-2	x	0.1	-2%	2%

The list continues:
no.	canonical_smiles	USP1 inh	PI4K2A inh	D2 agonist	rTrxR1 inhibitor	TRHR enhancer	D2 antagonist	TRHR ag	TrxR1 substrate	IDH1 R132H inh
31	O=C(/C=C/c1ccccc1[N+](=O)[O-])NCCCn1ccnc1	-13%	1	-0.9	11%[57.1 µM]	-2	0	-0.9	-21%[57.1 µM]	9%
32	COc1cccc(CNC(=O)C2CCC(CNS(=O)(=O)c3ccc4c(c3)CCCC(=O)N4)CC2)c1 (configuration not stated)	-16%	3	-1.6	16%[57.1 µM]	-7	x	-0.1	3%[57.1 µM]	3%
33	CCOC(=O)c1cnc2c(C)cc(C)cc2c1NCCCN1CCOCC1	2%	3	0.7	23%	-4	-4	-0.9	2%	8%
34	O=C(CSc1nnnn1C1CCCCC1)Nc1nc2c(s1)CCCC2	-19%	0	0.2	18%	0	-4	-0.2	-1%	-5%
35	Cc1cc(OC(C)C(=O)NCCCN2CCOCC2)c2c(C)cc(=O)oc2c1 (configuration not stated)	0%	2	1.4	u	5	-13	-0.8	4%	-7%
36	COc1ccc(N(CC(=O)Nc2ccc(C)c(F)c2)S(=O)(=O)c2c(C)noc2C)cc1	-32%	-3	0.5	15%	-5	5	0.8	-5%	-5%
37	COc1ccc(C(=O)CSc2nnc(-c3cc4ccccc4cc3O)n2Cc2ccco2)cc1	-8%	2	-2.5	u	5	-10	-0.4	5%	1%
38	COc1ccccc1C(=O)Nc1ccc(S(=O)(=O)N2CCCCC2c2cccnc2)cc1 (configuration not stated)	-7%	7	x	8%	-3	x	0.9	0%	-3%
39	Cc1noc(C)c1CSc1nnc2n(-c3ccccc3)c(=O)c3ccccc3n12	1%	-1	x	15%	x	x	x	-1%	-5%
40	O=c1oc2ccccc2c(Nc2ccc3ncccc3c2)c1[N+](=O)[O-]	-22%	-2	-0.6	-16%	3	-3	0.1	-12%	9%
41	CCN(C(=O)CSc1nnc(-c2cccs2)o1)C1CCS(=O)(=O)C1 (configuration not stated)	-16%	0	x	20%[57.1 µM]	-1	x	0.2	10%	3%
42	O=S(=O)(/C=C/c1ccccc1)N1CCc2ccccc2C1	-19%	1	-1.5	7%	0	-19	-0.1	0%	-1%
43	CCCNC(=O)CN(CCc1ccccc1)S(C)(=O)=O	-17%	4	0.9	25%	2	-2	0.0	9%	-1%
44	CCc1cccc(NC(=O)CSC2=Nc3ccccc3N=C(c3ccc(F)cc3)C2)c1	-8%	-1	2.3	23%[57.1 µM]	3	x	1.0	-5%[57.1 µM]	-5%
45	COc1ccc2c(c1)n([O-])c1c([n+]2=O)CCC1	u	-5	-0.2	0%	-4	10	-0.6	37%[activator]	0%
46	CN(C)S(=O)(=O)N1CCC(n2nccc2NC(=O)CCCc2ccccc2)CC1	-6%	-4	0.5	13%[57.1 µM]	-5	-3	0.1	0%[57.1 µM]	-10%
47	CCN(CC)S(=O)(=O)c1cccc(-c2nnc(SC(C)C(N)=O)n2CCc2ccccc2)c1 (configuration not stated)	-11%	-5	-1.1	0%[57.1 µM]	3	-8	0.0	3%[57.1 µM]	1%
48	CC(C)Cc1nnc(NC(=O)CCC(=O)N2CCOCC2)s1	u	-1	0.6	-2%	1	-7	0.9	2%	7%
49	COc1ccc(NS(=O)(=O)c2cccc(C(=O)NNC(=O)CNC(=O)c3ccco3)c2)cc1	-16%	-3	-0.2	2%	-1	3	0.4	-9%	-1%
50	O=C(CN1C(=O)NC2(CCCCCC2)C1=O)NC1CC1	2%	-3	0.0	-7%[57.1 µM]	0	13	-2.2	-1%[57.1 µM]	-4%
51	COc1cccc(N2C(=O)CC(N3CCN(S(=O)(=O)c4ccccc4[N+](=O)[O-])CC3)C2=O)c1 (configuration not stated)	-6%	1	x	12%	x	x	x	5%	-1%
52	Cc1onc(-c2ccccc2Cl)c1C(=O)N[C@@H](C)c1ccccc1	-11%	-6	x	9%	x	x	x	-5%	-4%

One compound at a time, from the list above:
`CC(C)Cc1nnc(NC(=O)CCC(=O)N2CCOCC2)s1` across the screens: USP1 inh: u; PI4K2A inh: -1; D2 agonist: 0.6; rTrxR1 inhibitor: -2%; TRHR enhancer: 1; D2 antagonist: -7; TRHR ag: 0.9; TrxR1 substrate: 2%; IDH1 R132H inh: 7%
`CCCNC(=O)CN(CCc1ccccc1)S(C)(=O)=O` across the screens: USP1 inh: -17%; PI4K2A inh: 4; D2 agonist: 0.9; rTrxR1 inhibitor: 25%; TRHR enhancer: 2; D2 antagonist: -2; TRHR ag: 0.0; TrxR1 substrate: 9%; IDH1 R132H inh: -1%
